# Assay outcomes: PubChem, The Scripps Research Institute Molecular Screening Center
# TbREL1 primary – TbREL1 inhibition, primary screen | inhibition, % at 9.66 µM | TbREL1 RNA ligation, FRET fluorescence | P86926 | hit rate 0.49% among 89,000;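 active = inhibition above the mean inhibition across all screened compounds plus 3 SD, cut at about 11% in these data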;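 note: 0% = plate median of test wells and 100% = NSC42067 control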
# Target sequence (P86926 whole entry, looked up): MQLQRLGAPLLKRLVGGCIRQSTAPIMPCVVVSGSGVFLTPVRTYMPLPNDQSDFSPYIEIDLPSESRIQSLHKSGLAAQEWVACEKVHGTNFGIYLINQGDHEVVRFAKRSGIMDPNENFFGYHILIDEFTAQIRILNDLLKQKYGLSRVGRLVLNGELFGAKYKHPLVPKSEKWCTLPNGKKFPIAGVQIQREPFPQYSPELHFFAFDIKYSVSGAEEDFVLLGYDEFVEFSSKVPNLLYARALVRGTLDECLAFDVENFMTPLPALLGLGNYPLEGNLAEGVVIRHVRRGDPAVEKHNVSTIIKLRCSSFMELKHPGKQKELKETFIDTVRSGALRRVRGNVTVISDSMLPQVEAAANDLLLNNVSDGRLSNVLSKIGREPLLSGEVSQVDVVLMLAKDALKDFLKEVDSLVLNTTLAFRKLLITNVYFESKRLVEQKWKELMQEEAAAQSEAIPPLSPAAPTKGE
# The depositor's hits bear a star. A portion of the library, so the mix of outcomes need not match the whole.
Structure | TbREL1 primary
CC(C)c1ccc2[nH]c3c(c2c1)[C@@H]1CCN2C(=O)CCC[C@H](C3)[C@H]12 | -3
CCCS(=O)(=O)N1CCCC(C(=O)c2ccccc2OC)C1 (configuration not stated) | 1
O=C(NC1=NCCS1)C1CC2CCC1C2 (configuration not stated) | 0
CCOc1ncccc1C(=O)OCC(=O)c1ccc[nH]1 | -1
COC(=O)Cn1nc(-c2ccccc2)c2cc(Cl)ccc21 | -1
COc1cc2[nH]cc(C(=O)NCCc3ccccc3)c(=O)c2cc1OC | 2
CCOc1ccccc1CN1[C@@H](c2ccc(OC)cc2)CC(C(=O)OC)(C(=O)OC)[C@H]1c1ccccc1 | -3
CCOC(=O)N1CCC(NC(=O)C2=CCN(S(=O)(=O)c3ccc(F)cc3)CC2)CC1 | 0
Cc1cccc(-c2nnc(SCC(=O)Nc3cccc4ccccc34)n2Cc2ccco2)c1 | -4
Cc1ccc(CNC(=O)OC2CC3CC2[C@H]2CCCCN2C3=O)cc1 (some centres not stated) | 1
O=C(Nc1cccc(S(=O)(=O)N2CCCC2)c1)c1cncc(Br)c1 | 2
CCOC(=O)c1ccccc1NC(=O)CSc1ccc(-c2cccnc2)nn1 | 0
O=C(c1cnsn1)N1CCN(c2ccccc2)CC1 | -2
COc1ccc([N+](=O)[O-])cc1NC(=O)c1ccc(N(Cc2ccccc2C)S(C)(=O)=O)cc1 | 0
CC(C)Oc1ccc(C(=O)N(CN2CCCC2=O)c2ccc(F)cc2)cc1 | -1
O=C(/C=N/O)Nc1ccccc1C(=O)O | 2
Cc1ccccc1NC(=O)NCCc1c[nH]c2ccccc12 | -5
CCOc1ccc(C(O)C(CN2CCOCC2)c2ccccc2)cc1 (configuration not stated) | 0
Cc1[nH]c2ccccc2c1CC(=O)Nc1ccc(Nc2cccnc2)c(-c2cc(F)cc(F)c2)c1 | 1
Cc1ccccc1OCCC(=O)OCC(=O)Nc1ccc(C(N)=O)cc1 | -3
O=C1c2ccccc2-c2nc3ccccc3n21 | -1
COc1ccc(CC(=O)Nc2ccc(N3CCN(c4ccc(OC)cc4)CC3)c(C#N)c2)cc1 | -3
Cc1nnc(SCc2cc(=O)n3[nH]cnc3n2)s1 | 3
Cc1ccc(C(=O)NN(CCC#N)C2=NS(=O)(=O)c3ccccc32)cc1 | 6
CCOC(=O)[C@@]12CCC3=C1N(CCC3)C(=O)[C@H](CC(=O)NCc1ccccc1)C2 | -5
COc1ccc(C(CNC(=O)c2c(C)nn(Cc3ccc(C)cc3)c2Cl)N2CCOCC2)cc1 (configuration not stated) | 0
CC(C)CC(=O)Nc1ccc(N2CCN(C(=O)c3cccs3)CC2)cc1 | 4
Cc1ccc(OCc2nc(C#N)c(N3CCCC3)o2)cc1 | -1
CCNc1ccc(S(=O)(=O)N(C)C)cc1NCC(=O)Nc1ccc(F)c(Cl)c1 | -5
Nc1ccc(-c2cc(NC=O)c3ncc(-c4cccc(C(F)(F)F)c4)n3c2)cn1 | -3
Cc1ccc(NC(=O)c2cc(N3C(=O)C4CC=CCC4C3=O)ccc2N2CCCCC2)cc1 (configuration not stated) | 7
CCN(CC)C(=O)[C@H]1CC(CC(=O)NCc2cccc(C(F)(F)F)c2)C(=O)N2CCc3c([nH]c4ccc(OC)cc34)[C@]12C (some centres not stated) | 4
Cc1cc(C)cc(NS(=O)(=O)c2ccc3[nH]cc(C(=O)NCc4ccco4)c(=O)c3c2)c1 | 1
Brc1cccc(-c2nc3ccc(Br)cn3c2Cc2ccsc2)c1 | -1
Cc1ccccc1OCC(=O)OCC(=O)Nc1ccc(Cl)cn1 | 0
CC(C)[C@H](NC(=O)C1CC1)C(=O)N1CCC[C@H]1C(=O)NCCc1ccccc1Cl | 4
O=C(CN1CCc2ccccc2C1)Nc1cccc(S(=O)(=O)N2CCOCC2)c1 | 4
COc1ccc(NC(=O)CCc2nc(-c3ccccc3F)no2)cc1 | 5
O=C(Nc1ccncc1)c1ccc([N+](=O)[O-])cc1Cl | 2
O=C(Cn1cnc2ccccc21)N/N=C/c1cccs1 | -1
COc1ccc([C@H]2C[C@@H](O)[C@H](n3cc(COC(=O)c4ccccc4)nn3)CN2Cc2cccs2)cc1 | -3
CC(=O)OCC1=C(C(=O)O)N2C(=O)[C@@H](NC(=O)CSc3ccncc3)[C@H]2SC1 | 8
CCOC(=O)CSC1=Nc2ccccc2C2=NC(CC(=O)NCc3ccccc3)C(=O)N12 (configuration not stated) | 4
COCCNC(=O)[C@H](CSCc1ccccc1)N1Cc2ccccc2C1=O | -3
O=C(COc1cccnc1[N+](=O)[O-])Nc1ncc(Cl)cc1Cl | 9

# Retrieved one by one from the entries so far:
Structure | TbREL1 primary
COCCNC(=O)[C@H](CSCc1ccccc1)N1Cc2ccccc2C1=O | -3
Cc1ccccc1OCC(=O)OCC(=O)Nc1ccc(Cl)cn1 | 0
COc1ccc(NC(=O)CCc2nc(-c3ccccc3F)no2)cc1 | 5
Brc1cccc(-c2nc3ccc(Br)cn3c2Cc2ccsc2)c1 | -1
Cc1ccc(NC(=O)c2cc(N3C(=O)C4CC=CCC4C3=O)ccc2N2CCCCC2)cc1 (configuration not stated) | 7
CCOC(=O)CSC1=Nc2ccccc2C2=NC(CC(=O)NCc3ccccc3)C(=O)N12 (configuration not stated) | 4
CC(=O)OCC1=C(C(=O)O)N2C(=O)[C@@H](NC(=O)CSc3ccncc3)[C@H]2SC1 | 8

# Following part.
Structure | TbREL1 primary
CCc1cc2c(=O)c(-c3ccc4c(c3)OCCO4)coc2cc1OC(=O)c1ccco1 | 0
CCCC[C@H](CC(=O)c1ccccc1)[C@@H](OC(C)=O)C(=O)Oc1c(C(C)C)cccc1C(C)C | -2
CCCS(=O)(=O)c1nc(S(=O)(=O)c2ccc(C)cc2)c(NCCCN2CCOCC2)s1 | 0
O=C(NCCCN1CCOCC1)/C(=C/c1cccs1)NC(=O)c1ccccc1 | 3
COC(=O)c1sccc1NC(=O)CSc1nnnn1-c1ccccc1C | -2
O=C(Cn1cnc2ccc(Cl)cc2c1=O)NC1CCS(=O)(=O)C1 (configuration not stated) | 4
COc1cc([C@@H]2CC=C(C(=O)O)[C@H](c3ccc(F)cc3)N2S(=O)(=O)c2ccc(C)cc2)cc(OC)c1OC | -1
N#CC1C(=O)NC(N2CCN(c3ccccc3)CC2)=NC12CCCCC2 (configuration not stated) | -2
COc1ccc(CNC(=O)c2ccc(Br)cc2)cc1 | 0
COc1ccc(CCN2C(=O)CSCC2(C)C(=O)Nc2ccc3c(c2)OCCO3)cc1OC (configuration not stated) | -2
CC1=C(C(=O)O)N2C(=O)C(NC(=O)c3ccn(C)n3)C2SC1 (configuration not stated) | -1
Cc1ccc(N(CC(=O)NC2CCCC2)C(=O)c2nsc(Cl)c2Cl)cc1 | 0
O=C(CCN1C(=O)c2ccccc2C1=O)NCc1cccc(Cl)c1 | 4
COC(=O)c1ccc(NC(=O)c2cc(Cl)ccc2OC)cc1 | 1
CC(C)(C)NC(=O)CC1C[C@H](C(=O)N2CCOCC2)[C@@]2(CCC3CCCC3)c3[nH]c4ccccc4c3CCN2C1=O (some centres not stated) | 1
O=C1/C(=C/c2cccnc2)SC(=S)N1CC1CCCO1 (configuration not stated) | -1
CCC(=O)N1CCN(c2ccc(Cl)cc2NC(=S)NC(=O)c2ccco2)CC1 | -6
CCC[C@@H](O)c1cc2cc(OC)c(OC)cc2c(=O)o1 | -1
CC(C)c1onc(C(=O)N2CCC(C(N)=O)CC2)c1[N+](=O)[O-] | 2
O=C(O)CCC(=O)Nc1ccc(OCC(=O)O)cc1 | 6
O=C(CCc1nc2ccccc2[nH]1)Nc1ccccc1 | -1
COC(=O)c1cc(=O)n(C2CC2)c(=NC2CC2)s1 | 3
CCCCNC(=O)c1ccc(CS(=O)(=O)c2ccc(OC)cc2)o1 | -3
COc1ccc(-c2cc3ccccc3oc2=O)cc1NC(=O)c1cccnc1 | 6
Cc1ccc(C(=O)CC2(O)C(=O)Nc3ccccc32)s1 (configuration not stated) | 3
CN(C)c1[nH]c(=O)c(C#N)c2c1CCN2Cc1ccccc1 | -2
CCOC(=O)[C@]12CCCC=C1N(Cc1ccco1)C(=O)[C@H](CC(=O)NCc1ccccc1)C2 | -1
CCCc1cc(NC(=O)COC(=O)c2ccc(O)cc2O)n(-c2ccccc2)n1 | -2
Cc1nn(-c2ccccc2)c2sc(C(=O)NCc3ccc(F)cc3)cc12 | 2
Cc1nc2ccc(NC(=O)c3ccc(F)cc3F)cc2c(=O)[nH]1 | 5
CCC1CCCCN1c1ccc([N+](=O)[O-])cc1/C=N/NC(=O)Cn1c2ccccc2c(=O)c2ccccc21 (configuration not stated) | 1
CC1Cc2ccccc2N1C(=O)c1ccc2c(c1)nnn2C (configuration not stated) | -2
CC(=O)c1cc(-c2ccccc2)n(CC(=O)NCc2ccccc2)c1C | -2
C/C(=N\NC(=O)COc1ccc([N+](=O)[O-])cc1)c1ccco1 | 1
COc1ccc(OC)c(/C=N/NC(=O)CNC(=O)c2ccc(S(=O)(=O)N3CCOCC3)cc2)c1 | 2
O=C(OCc1cn(Cc2cccc(F)c2F)nn1)N1CCCC1 | -1
O=C1CCN(Cc2ccc([N+](=O)[O-])cc2)CCN1[C@H](CO)Cc1ccccc1 | -2
O=C(O)COCC(=O)Nc1ccc(-n2cnnn2)cc1 | 12*
COc1cc(/C=C/C(=O)OCc2csc(CC(=O)Nc3ccc(C)cc3)n2)ccc1OCC#N | 11
Nc1cc(C(=O)O)ccc1Nc1ccc(F)c(F)c1 | -2
CC(C)c1ccc(S(=O)(=O)N2CCN(C(C)C(=O)N3CCCC3)CC2)cc1 (configuration not stated) | -4
CCN1CCN(C(=O)c2cn(CCOC)c(=O)c3c2c2ccccc2n3C)CC1 | 7
COc1cc(/C=C/C(=O)c2ccc(C)cc2)ccc1OCC#N | -1
C[C@H]1[C@@H](OC(=O)Nc2ccc(Cl)cc2)CC[C@@]23CCCN2C(=O)CCC[C@@H]13 | -5
COc1ccc(C2CC(c3ccccc3)Nc3ncnn32)cc1 (configuration not stated) | -3
COc1ccc(NC(=O)N2CCN(c3ccc([N+](=O)[O-])cc3)CC2)cc1OC | -2
Cc1ccc(-n2nc(-c3cccnc3)cc2C(=O)N2CCOCC2)c(C)c1 | 1
O=C(c1ccc(Cl)c(Cl)c1)N1CCOCC1 | 0
COc1cc(C(=O)N2CCCCC2c2cc(C(=O)Nc3ccccc3Cl)no2)cc(OC)c1C (configuration not stated) | 2
COc1ccc(CN2C(=O)c3ccccc3C2c2nnnn2-c2ccc3c(c2)OCCO3)cc1OC (configuration not stated) | 0
CCCCOc1ccc(C(O)C(CN2CCOCC2)c2ccccc2)cc1 (configuration not stated) | 5
O=c1c2ccccc2nc(-c2ccco2)n1/N=C/c1ccccc1O | -5
O=C1c2ccccc2C(c2nnnn2-c2ccc3c(c2)OCCO3)N1Cc1cccnc1 (configuration not stated) | 2
Cc1cccc(NC(=O)c2cc3ccccc3o2)c1 | 0
CCOC(=O)c1ccccc1NC(=O)CSc1nc(N)cc(N)n1 | 3
CCc1nnc(NC(=O)CSc2nnc(C)c(=O)n2N)s1 | 0
Cc1ccnc(NS(=O)(=O)c2ccc(N3C(=O)Nc4ccccc4N3O)cc2)c1 | 5
O=C(NCCOC(=O)c1ccc(C(=O)OCCNC(=O)c2cccnc2)s1)c1cccnc1 | 1
CC(C)(C)OC(=O)N(CCc1ccccc1)Cc1cccc(OCc2cccc(NC(=O)c3ccccc3)c2)c1 | 3
COCCn1c(SCC(=O)NCc2ccco2)nc2cccnc21 | 1

# (more compounds)
Structure | TbREL1 primary
Cc1ccc(S(=O)(=O)N2[C@@H](c3ccccc3F)C(C(=O)O)=CC[C@H]2c2ccc(Cl)cc2)cc1 | 2
COCCN1C(=O)C(=O)/C(=C(/O)c2ccc(S(=O)(=O)N3CCCCC3)cc2)C1c1ccc(O)c(OC)c1 (configuration not stated) | 0
Cc1cnc(NC(=O)c2sc(Nc3ccccc3)nc2N)o1 | 0
CCOC(=O)Cn1nnnc1C(C(C)C)N(Cc1cc2c(C)cc(C)cc2[nH]c1=O)C1CCCC1 (configuration not stated) | -1
NC(=O)C1CCN(c2nc(-c3cccc(Cl)c3)cs2)CC1 | -4
CC(=O)N1N=C(c2cccs2)CC1c1cccc([N+](=O)[O-])c1 (configuration not stated) | 1
C[n+]1cc(C(O)(c2ccccc2)c2ccccc2)n2ccccc21 | 4
COc1ccc(CN2CCNC(=O)C2CC(=O)O)cc1OC (configuration not stated) | 3
O=C1CSc2ccc(C(=O)N3CCCC(C(=O)N4CCCC4)C3)cc2N1 (configuration not stated) | 1
Cc1nn(CC(=O)NCC(C)c2ccccc2)c(=O)c2cc(-c3ccccc3)nn12 (configuration not stated) | -2
O=C1NC(=Nc2cccnc2)S/C1=C\c1cccc(F)c1 | 0
Cc1nn(-c2ccccc2)cc1/C=N/NC(N)=S | -3
Cc1ccc(CNC(=O)c2ccc(S(=O)(=O)N3CCCCC3)cc2)cc1 | 6
CC(=O)Nc1ccc(NC(=O)CSc2ncnc3sc(C)c(C)c23)cc1 | 0
Cc1nn(-c2ccccc2)c2sc(C(=O)NC3CCCCCC3)cc12 | 2
CCc1nc2ccc(C(=O)N3CCCC(C(N)=O)C3)cn2c1N(C)Cc1ccc(OC)cc1 (configuration not stated) | -5
O=C(Nc1ccccc1)c1nn(-c2cccc(C(F)(F)F)c2)ccc1=O | -3
CN(Cc1ccccc1)C(NC(=O)c1ccccc1)C(Cl)(Cl)Cl (configuration not stated) | 7
CCCC(=O)Nc1ccc(S(=O)(=O)Nc2cc(OC)ncn2)cc1 | -3
C/C(=N/NC(=O)c1ccoc1C)c1cccs1 | 1
O=C1NCCCc2c1no[n+]2[O-] | 3
COc1cccc(/C=N/NC(=O)C(=O)NCc2cccnc2)c1O | 8
O=C(Nc1ccc(NC(=S)NC(=O)c2ccccc2F)cc1)c1cccs1 | -1
CC1(C)CC(=O)C2=C(C1)OC(N)=C(C#N)C2c1ccsc1 (configuration not stated) | 1
CCc1ccc(N2C=C(C(=O)OC)C(c3ccccc3F)C(C#N)=C2N)cc1 (configuration not stated) | -12
